SDO1 yeast rescue = sdo1-depleted yeast growth rescue; S. cerevisiae sdo1-depleted JHY4D growth rescue, OD600 30 h; active compounds read high; pdr5 snq2 efflux-pump mutant strain; z-score at 10 µM; AID 817; 0.21% of 140,000 active;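 active means z-score above 3 at both the 24 hr and the 30 hr optical density reads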;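 further: z-score against mean and SD of all compound wells on the same plate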
INS promoter inh = TRM-6 insulin promoter activity inhibition; TRM-6 cells (human fetal islet line), insulin promoter-eGFP reporter, imaging; reporter expression induced with tamoxifen; inhibition, % at 2 µM; 0.9% of 130,000 active; AID 1273;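 active means inhibition above the mean plus 3 SD, with well images judged a real hit on visual review, cut at about 60% in these data, passing the limit was not always enough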
SDO1 yeast rescue Rescue 24 h = also measured in SDO1 yeast rescue; calls as there; z-score; S. cerevisiae sdo1-depleted JHY4D growth rescue, OD600; measured here: growth rescue at 24 h;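 0 is the plate mean of compound wells and units are plate SD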
An asterisk follows results filed as active; x = not tested or not shown.

SMILES	SDO1 yeast rescue	SDO1 yeast rescue Rescue 24 h	INS promoter inh
O=C(Nc1ccccn1)C12CC3CC(CC(C3)C1)C2	-0.36	-0.73	-10.0
CCOC(=O)Nc1ccc2c(CN3C(=O)NC(CC)(CC)C3=O)cc(=O)oc2c1	0.79	1.14	39.1
Cc1cc(NC(=O)c2c([N+](=O)[O-])cnn2C)no1	2.09	1.19	30.0
Cc1ccc(-c2nnn3c2nc(Cl)c2ccccc23)cc1	x	x	0.0
O=C(CSc1nnc(-c2ccc(OC(F)F)cc2)o1)NCc1cccs1	-0.13	-0.35	60.0
CCCn1cc(S(=O)(=O)CC(=O)NC2CCCCC2)c2ccccc21	1.21	1.44	35.7
Cc1cc(C)n2nc(C(=O)OCCOc3ccc(F)cc3)nc2n1	0.2	0.39	x
Cc1ccc(S(=O)(=O)c2c(N)n(Cc3ccco3)c3nc4ccccc4nc23)cc1	-1.3	-1.84	-26.7
COc1ccc(C2CC3(CC(C)(C)NC(=O)N3)Oc3cc(O)ccc32)cc1 (stereo unspecified)	0.06	-0.18	14.7
O=C(NCc1ccccc1)[C@@H]1CSC2c3ccccc3C(=O)N21 (stereo partly specified)	0.51	0.84	29.6
Cc1cccc(C(=O)N2CC3(C)CC2CC(C)(C)C3)c1 (stereo unspecified)	-1.12	-1.14	15.4
O=C(Nc1ccccc1-c1nnc(SCc2ccc(Cl)cc2)o1)c1ccccc1	0.48	0.27	28.1

The final 5 records of the part before come first, to join the parts:
SMILES	SDO1 yeast rescue	SDO1 yeast rescue Rescue 24 h	INS promoter inh
Cc1ccc(S(=O)(=O)c2c(N)n(Cc3ccco3)c3nc4ccccc4nc23)cc1	-1.3	-1.84	-26.7
COc1ccc(C2CC3(CC(C)(C)NC(=O)N3)Oc3cc(O)ccc32)cc1 (stereo unspecified)	0.06	-0.18	14.7
O=C(NCc1ccccc1)[C@@H]1CSC2c3ccccc3C(=O)N21 (stereo partly specified)	0.51	0.84	29.6
Cc1cccc(C(=O)N2CC3(C)CC2CC(C)(C)C3)c1 (stereo unspecified)	-1.12	-1.14	15.4
O=C(Nc1ccccc1-c1nnc(SCc2ccc(Cl)cc2)o1)c1ccccc1	0.48	0.27	28.1
CC(=O)NCC(=O)OCC(=O)Nc1nc(-c2ccccc2)cs1	x	x	66.7
CC(=O)c1cccc(NC(=O)c2cccc(S(=O)(=O)N(C)C)c2)c1	1.45	2.57	70.0
N#CCCn1cc(C(=O)Nc2ccccc2Br)c(-c2cccs2)n1	-0.9	0.84	-457.1
N#CCSc1nnc(Cc2ccc3c(c2)OCO3)o1	-0.66	-1.23	16.7
CCn1c(SCC(=O)N/N=C/C=C/c2ccccc2[N+](=O)[O-])nnc1-c1ccccc1	0.43	-0.06	8.8
COc1ccc(NC(=O)CN(C)CC(=O)Nc2ccc(Cl)cc2[N+](=O)[O-])cc1	x	x	0.0
Cc1csc(/N=C/c2ccc([N+](=O)[O-])cc2)n1	1	-0.12	26.9
CN1C(=S)SC(C)(C)C1(C)NO (stereo unspecified)	1.75	1.51	30.0
CC(C)OC(=O)Cn1c(=O)oc2ccccc21	0.35	0.12	0.0
CCN(CC)CCCNCC(=O)Nc1ccc2c(c1)CCC2	x	x	-16.7
Cn1c(=O)oc2cc(S(=O)(=O)Nc3cccc(F)c3)ccc21	1.03	1.13	x
Cc1nn(C)cc1C(C(=O)NC1CCCCC1)N(C(=O)Cc1cccs1)c1ccc(Cl)cc1 (stereo unspecified)	0.37	-0.72	-24.7
Cc1ccc(NC2(C#N)C(=O)Nc3ccccc32)cc1C (stereo unspecified)	x	x	20.0
CCN(Cc1ccccc1)C(c1cccc(C#N)c1)c1nnnn1C(C)(C)C (stereo unspecified)	-0.63	-0.57	-118.2
C=CCNC(=S)N/N=C(\C)c1cc(OC)c(OC)c(OC)c1	0.25	0.19	x
Cc1ccc(OCCn2ccc(=O)[nH]c2=O)cc1C	0.27	-0.01	x
CCN(CC)CCN1C(=O)C(O)=C(C(=O)c2cc3ccccc3o2)C1c1cccnc1 (stereo unspecified)	0	-0.41	33.3
COc1ccc(-c2csc(N3CCOCC3)n2)cc1OC	0.03	1.21	x
Cc1nnc(N)nc1C	0.04	0.07	x
CC(C)(C)NC(=O)c1c(F)c(F)c(F)c(F)c1F	0.71	0.71	17.2
CCCSc1nnc(NC(=O)Cc2ccc(OC)c(OC)c2)s1	x	x	9.1
COC(=O)CSc1nc2cc(OC)ccc2cc1C#N	-0.07	0.28	61.1
N#Cc1ccc(-c2csc(NNC(=O)c3ccc(Br)cc3)n2)cc1	0.49	0.26	35.7
Cc1cc(C(=O)COc2ccccc2Cl)c(C)n1-c1ccc2c(c1)OCO2	0.39	0.6	3.3
Cn1c(=O)c(=O)n(C)c2cc(S(=O)(=O)N3CCN(c4cccc(C(F)(F)F)c4)CC3)ccc21	0.38	1.94	-500.0
COc1cc(C2CC(=O)N(CC(=O)NCc3ccco3)c3ccccc3S2)cc(OC)c1OC (stereo unspecified)	-0.59	-0.16	x
CC1CCc2nc(NC(=O)CN3CCN(Cc4ccc5c(c4)OCO5)CC3)sc2C1 (stereo unspecified)	0.41	0.52	51.4
CCCCN(CC)C(=O)c1ccc(Cl)c(Cl)c1	0.28	0.25	24.3
CC(=O)C1=C(C)OC(N)=C(C#N)C1c1cccnc1 (stereo unspecified)	x	x	16.7
O=C(O)CC(O)C(=O)O (stereo unspecified)	0.65	0.27	-50.0
O=S1(=O)CCN2C=Nc3sc4c(c3C2=N1)CCCC4	-0.18	0.35	-3.1
Cc1ncc(CO)c(/C=N/NC(=S)Nc2ccc(F)cc2)c1O	1.78	1.6	-23.1
COc1ccc(OC)c(CCNC(=O)Cn2sc3nc(C)cc(C)c3c2=O)c1	-0.48	-1.18	x
CCc1cc2c(Sc3nc4ccccc4s3)ncnc2s1	0.11	0.96	x
COc1ccc(C)cc1NS(=O)(=O)c1ccc2c(c1)n(C)c(=O)n2C	x	x	-8.6
O=C(CSc1nc2ccccc2c(=O)n1-c1ccc(OC(F)F)cc1)NCc1cccs1	-0.35	0.7	-10.2
CN(C)/C=C(/C(=O)c1ccc(Cl)cc1)S(=O)(=O)c1ccc(Cl)cc1	-1.38	-0.83	-26.0
CCCn1c2ccc(F)cc2c2nnc(NN)nc21	x	x	0.0
CC1=NN(C(=S)Nc2ccccc2)C(c2ccccc2)C1 (stereo unspecified)	-1.2	-0.63	6.7
COc1ccc(C2CC(c3cccs3)=NN2C(=O)CSc2nncs2)cc1OC (stereo unspecified)	x	x	66.7
Cc1ccc2cc(CCNC(=O)C(=O)c3c(C)[nH]c4ccccc34)c(=O)[nH]c2c1	x	x	-84.2
Cc1ccc(C(=O)C(OC(=O)COc2ccccc2C)c2ccccc2)cc1 (stereo unspecified)	0.43	0.56	-93.1
Cc1oc(C)c(C(=O)Nc2ccc(CC(=O)O)cc2)c1C(=O)Nc1ccc(CC(=O)O)cc1	-0.36	-0.87	6.7
Clc1ccc(-n2ncc3c(NCCN4CCOCC4)ncnc32)cc1	-0.73	-1.25	-44.4
COc1cc2c(cc1OC)[C@@H]1Cc3cc4c(cc3[C@H](C2)N1C)OCO4	0.04	-0.64	33.3
Cc1ccc(-c2nnc(-c3ccc(NC(=O)c4ccco4)cc3)o2)cc1	-1.03	-0.34	2.9
CC(C)(C)C(=O)NC(=C(Cl)Cl)P(=O)(O)O	0.8	0.17	-18.2
CC(NC(=O)CN(C1CCCCC1)S(C)(=O)=O)c1ccccc1 (stereo unspecified)	1.15	1.78	-88.9
COC(=O)N1CC(=O)N(OC)C1c1ccc(Cl)cc1Cl (stereo unspecified)	0.09	-0.3	0.0
CCC(C)OC(=O)C1=C(C)NC(=O)NC1c1ccc(F)cc1 (stereo unspecified)	0.14	-0.15	x
Cc1ccc(NC(=O)CN(Cc2ccccc2)S(C)(=O)=O)cc1C	-0.77	-0.94	-32.4
O=S(=O)(c1cccc(-c2n[nH]c(=S)n2C2CCCC2)c1)N1CCOCC1	x	x	18.2
CCN(C1CCCCC1)S(=O)(=O)c1ccc(S(=O)(=O)N2CCN(CCC#N)CC2)cc1	0.52	0.88	x
O=C(c1csc2c1CCCC2)N1CCN(c2ccc(F)cc2)CC1	0.16	-1.37	56.2
COc1ccccc1CN1CCNC(=O)C1CC(=O)NCc1cn(C)nc1C (stereo unspecified)	x	x	-73.3
CCC(C)NC(=O)[C@H](CSCc1ccccc1)N1Cc2ccccc2C1=O (stereo partly specified)	-0.73	0.64	-50.0
O=C1OCCC1Sc1nnc(-c2ccco2)n1-c1ccccc1 (stereo unspecified)	x	x	18.8
COc1ccc(C(c2sc3nc(C)nn3c2O)N2CCC3(CC2)OCCO3)cc1 (stereo unspecified)	0.62	-0.13	x
O=C(NCCCO)/C(=C/c1ccc(-c2cccc([N+](=O)[O-])c2)o1)NC(=O)c1ccccc1	x	x	-92.9
S=C1NCN(Cc2ccccc2)CN1C1CCCCC1	x	x	-135.7

Of the compounds above, 2 have bromine:
SMILES	SDO1 yeast rescue	SDO1 yeast rescue Rescue 24 h	INS promoter inh
N#CCCn1cc(C(=O)Nc2ccccc2Br)c(-c2cccs2)n1	-0.9	0.84	-457.1
N#Cc1ccc(-c2csc(NNC(=O)c3ccc(Br)cc3)n2)cc1	0.49	0.26	35.7

More entries
SMILES	SDO1 yeast rescue	SDO1 yeast rescue Rescue 24 h	INS promoter inh
CC1CCCC(C)N1C(=O)COC(=O)c1ccc[nH]c1=O (stereo unspecified)	0.6	0.3	25.0
COc1ccc(NC(=O)COc2ccccc2)c(OC)c1	-0.1	-0.29	10.7
Cc1ccc(C(=O)N2CCN(c3ccc(NC(=O)c4ccc(Br)o4)cc3)CC2)cc1	-0.72	-0.59	-50.0
CCOc1ccc(S(=O)(=O)NN2Cc3ccccc3C2=N)cc1	x	x	-14.3
COc1ccc(OC(C)C(=O)NCc2cccnc2)cc1 (stereo unspecified)	-0.21	-0.48	31.8
Cn1c2c(c(=O)n(C)c1=O)CN(CCCN1CCOCC1)CN2	1	0.07	-45.7
O=c1c2cnn(-c3ccccc3)c2nnn1Cc1ccccn1	-0.24	-0.41	62.5
O=C(COC(=O)CNC(=O)C12CC3CC(CC(C3)C1)C2)Nc1ccccc1	-0.53	-0.42	13.8
CC(=O)N1CC=CC1(CC(C)C)C(=O)NCCN1CCOCC1 (stereo unspecified)	0.81	0.99	47.6
CCn1cc(CNC(=O)/C=C/c2ccc([N+](=O)[O-])cc2)c(C)n1	1.69	0.58	0.0
NC(=O)c1ccc(NC(=S)NCc2ccco2)cc1	x	x	7.1
c1cncc(-c2nnc3n2N=C(c2cccs2)CS3)c1	1.78	1.23	18.4

Structural class, the entries above containing an NH in an aromatic ring
SMILES	SDO1 yeast rescue	SDO1 yeast rescue Rescue 24 h	INS promoter inh
Cc1ccc(OCCn2ccc(=O)[nH]c2=O)cc1C	0.27	-0.01	x
Cc1ccc2cc(CCNC(=O)C(=O)c3c(C)[nH]c4ccccc34)c(=O)[nH]c2c1	x	x	-84.2
O=S(=O)(c1cccc(-c2n[nH]c(=S)n2C2CCCC2)c1)N1CCOCC1	x	x	18.2
CC1CCCC(C)N1C(=O)COC(=O)c1ccc[nH]c1=O (stereo unspecified)	0.6	0.3	25.0

The list continues:
SMILES	SDO1 yeast rescue	SDO1 yeast rescue Rescue 24 h	INS promoter inh
COc1ccccc1CNC(=S)NCCc1ccccc1	-0.22	-0.05	16.7
COc1ccc(/C=C/C(=O)c2ccccc2)cc1COc1ccc(F)cc1	-0.37	-0.42	x
NC(=O)CSc1nc2ccccc2n1-c1ccccc1	1.87	2.36	-341.9
O=C(Nc1ccccc1)O/N=C1\CCCCC1c1ccc([N+](=O)[O-])cc1[N+](=O)[O-] (stereo unspecified)	-1.6	-0.29	14.0
Cc1ccc(NC(=O)c2ccc([N+](=O)[O-])o2)cc1S(=O)(=O)N1CCOCC1	x	x	-9.1
COc1cc(-c2nc(CN3CCN(CC(C)C)C(=O)[C@@H]3C)c(C)o2)ccc1F	x	x	-269.6
FC(F)(F)c1ccc2nnc(-c3c(Cl)cccc3Cl)n2c1	-0.22	-0.56	-5.4
CCc1ccc2c(c1)/C(=C/C(=O)c1cccs1)C(=O)N2	-1.75	-0.69	-2.7
CCOC(=O)N1CCN(C(=O)CN(C)S(=O)(=O)c2ccc3c(c2)c(=O)n(C)c(=O)n3C)CC1	x	x	35.7
C=CCC(C#Cc1ccccc1)N(C)C (stereo unspecified)	0.6	0.6	-9.1
O=[N+]([O-])c1ccc(Nc2ccc(N3CCOCC3)cc2)c([N+](=O)[O-])c1	x	x	-11.8
Cc1cc(NS(=O)(=O)c2ccc(NC(=O)CSc3nc4sc(C)c(C)c4c(=O)[nH]3)cc2)no1	x	x	37.5
O=C(N/N=C/c1cccnc1)C1CCCN(S(=O)(=O)c2ccccc2)C1 (stereo unspecified)	1.06	0.81	12.5
COc1ccc(C2/C(=C(/O)c3ccccc3)C(=O)C(=O)N2CCN2CCOCC2)c(OC)c1 (stereo unspecified)	1.84	1.01	42.9
Cc1c(NC(=O)c2cnn3c2NC(c2ccc(Br)cc2)CC3C(F)(F)F)c(=O)n(-c2ccccc2)n1C (stereo unspecified)	1.07	1.45	-19.4
COc1ccc(Nc2nc(-c3cc4cccc(OC)c4oc3=O)cs2)cc1	-0.95	1.17	0.0
O=C(NCC(=O)N1CCCCC1)c1ccc(Cl)cc1Cl	-0.49	-0.67	x
Cc1ccc(SCCC(=O)NC(C(C)C)C(C)C)cc1	-0.79	-1.18	30.8
COc1cc(Cl)c(C)cc1NC(=O)CSc1nc2ccccc2o1	-0.9	-0.14	-28.6

Some of the compounds tested; rates above refer to the full screens.
